Scp-1 inhibitor = blocks human Scp-1 phosphatase activity; Q9GZU7; Recombinant Scp1, phosphopeptide, malachite green phosphate absorbance; inhibition, % at 20 µM; hit rate 0.88% among 340,000; AID 493091;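 active = inhibition above about 50% at 20 µM, limit read from the data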;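 also: plate controls were DMSO wells with enzyme for no effect and wells lacking enzyme for full effect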
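System: SCP-1 catalytic domain; Reagent: Phospho 17-mer peptide substrate; Doses: one concentration, 20 µM, with 1.0% DMSO; Incubation: 45 min room-temperature reaction, 5 min colour, 30 min stabiliser; Signal: Phosphate-binding colour reagent, absorbance read at 630 nm.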
STEP block = blocks human striatal-enriched tyrosine phosphatase; P54829; AID 588621; hit rate 0.25% among 360,000; inhibition, % at 20 µM; recombinant STEP, OMFP fluorogenic substrate, fluorescence;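 active = inhibition at 20 µM, scaled per plate between control wells, above about 37%, limit read from the data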;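 also: 0% = DMSO with enzyme and substrate and 100% = substrate only without enzyme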
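Test system: STEP tyrosine phosphatase / Reagent: OMFP at 25 µM / Doses: 20 µM, 1% DMSO / Read-out: percent inhibition scaled to no-enzyme and uninhibited-enzyme controls, plate-pattern corrected / Detection: FITC-channel fluorescence of OMFP product / Medium: Bis-Tris buffer pH 6.0, 2.5 mM DTT, 0.005% Tween 20 / Schedule: 20 min at room temperature, dark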
CSN inh = inhibitors of human CSN-mediated cullin deneddylation. Q92905. Purified CSN, SCF-Nedd8-OG deneddylation, fluorescence polarization. inhibition, % at 12.5 µM. hit rate 0.38% among 360,000. AID 651999;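 active = pattern-corrected inhibition above about 35%, with an unprinted fluorescence ratio check between 0.5 and 1.5, limit read from the data, passing the limit was not always enough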;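 also: 0% = enzyme with substrate and 100% = substrate without enzyme; some results filed as inactive read as strong as hits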
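assay system = purified human Csn5 enzyme expressed in HEK293T cells | amount = 0.24 nM enzyme | buffer or medium = Tris/NaCl/DTT buffer, pH 7.5 | reagent = 10 nM SCFSkp2-Nedd8OG | compound = one concentration, 12.5 µM, 0.25% DMSO | times = 90 min reaction at room temperature | signal = FP | read-out basis = % inhibition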
DNMT1 block = inhibitors of human DNMT1; P26358; DNMT1 molecular beacon, Hinp1I cleavage, fluorescence; inhibition (reported as % activation of signal), % at 10 µM; hit rate 0.83% among 360,000; in the data active = inhibition above about 50%
LMPTP block = blocks human LMPTP phosphatase. P24666. recombinant LMPTP-A, OMFP fluorogenic substrate, fluorescence intensity. inhibition, % at 20 µM. hit rate 0.22% among 360,000;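 active = compounds that cut the enzyme signal by at least half of the control window in the single-dose screen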;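 also: plate controls were DMSO wells with enzyme plus substrate for no effect and substrate without enzyme for full effect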
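Assay system: LMPTP-A, protein tyrosine phosphatase of low molecular weight / Medium: pH 6.0 Bis-Tris buffer with DTT and Triton X-100 / Schedule: 50 min enzyme reaction at room temperature, protected from light / Measured by: endpoint fluorescence intensity from OMFP dephosphorylation / Read-out basis: % inhibition relative to no-enzyme and uninhibited control wells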
NadD inh = NadD (S. aureus) enzyme inhibition; purified NadD enzyme, colorimetric absorbance read-out; inhibition, % at 20 µM; hit rate 0.78% among 360,000; AID 602399; in the data active = inhibition above about 26%; also: some compounds past the cut are filed as inactive
SUMO1 PPI mod = modulators of human SUMO1-mediated protein-protein interactions; P63165; SUMO1 binding to a labelled peptide, TR-FRET, 1 h; inhibition, % at 20 µM; hit rate 0.33% among 360,000; AID 602429; in the data active = inhibition above about 37%
Neddyl block = inhibitors of human cullin neddylation. P61081+Q13564. hit rate 0.58% among 360,000. TR-FRET cullin neddylation, biochemical. calls only at 25 µM; in the data active = inhibition above about 36%
Rin1 Abl inh = blocks binding of human Rin1 to Abl; hit rate 0.4% among 360,000; AID 588664; P00519+Q13671; inhibition, % at 7.35 µM; TR-FRET Rin1/Abl binding, biochemical; in the data active = inhibition above about 5%, passing the limit was not always enough
Target sequence (P00519 whole entry, looked up): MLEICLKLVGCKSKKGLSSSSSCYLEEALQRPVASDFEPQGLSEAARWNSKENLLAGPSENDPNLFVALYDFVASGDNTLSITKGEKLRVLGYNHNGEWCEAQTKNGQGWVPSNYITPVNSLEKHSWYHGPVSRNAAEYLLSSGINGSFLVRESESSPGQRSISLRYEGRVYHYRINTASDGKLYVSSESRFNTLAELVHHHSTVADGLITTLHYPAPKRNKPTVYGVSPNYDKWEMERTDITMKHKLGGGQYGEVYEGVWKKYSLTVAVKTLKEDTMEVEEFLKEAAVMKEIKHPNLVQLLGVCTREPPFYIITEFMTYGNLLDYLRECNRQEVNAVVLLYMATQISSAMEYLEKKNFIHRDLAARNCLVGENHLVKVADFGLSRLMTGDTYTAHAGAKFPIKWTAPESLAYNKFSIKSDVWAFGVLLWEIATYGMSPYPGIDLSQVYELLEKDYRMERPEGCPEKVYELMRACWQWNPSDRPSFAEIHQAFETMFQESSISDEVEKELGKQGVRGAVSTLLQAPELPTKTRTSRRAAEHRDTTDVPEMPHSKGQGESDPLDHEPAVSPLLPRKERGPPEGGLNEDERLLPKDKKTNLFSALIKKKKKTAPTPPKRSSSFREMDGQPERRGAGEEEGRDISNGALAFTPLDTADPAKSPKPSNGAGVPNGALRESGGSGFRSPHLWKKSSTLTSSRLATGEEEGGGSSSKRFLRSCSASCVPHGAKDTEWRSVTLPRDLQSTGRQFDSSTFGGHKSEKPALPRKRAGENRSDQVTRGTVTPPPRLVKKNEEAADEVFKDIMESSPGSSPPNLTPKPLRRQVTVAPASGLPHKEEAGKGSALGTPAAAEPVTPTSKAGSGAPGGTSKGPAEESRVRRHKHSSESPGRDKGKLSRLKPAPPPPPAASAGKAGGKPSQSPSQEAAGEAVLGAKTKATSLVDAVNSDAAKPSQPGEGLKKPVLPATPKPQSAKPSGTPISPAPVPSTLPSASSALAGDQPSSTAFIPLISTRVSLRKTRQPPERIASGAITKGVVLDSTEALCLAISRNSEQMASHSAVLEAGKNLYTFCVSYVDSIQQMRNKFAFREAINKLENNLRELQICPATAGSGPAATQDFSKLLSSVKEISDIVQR
Target sequence (Q13671 whole entry, looked up): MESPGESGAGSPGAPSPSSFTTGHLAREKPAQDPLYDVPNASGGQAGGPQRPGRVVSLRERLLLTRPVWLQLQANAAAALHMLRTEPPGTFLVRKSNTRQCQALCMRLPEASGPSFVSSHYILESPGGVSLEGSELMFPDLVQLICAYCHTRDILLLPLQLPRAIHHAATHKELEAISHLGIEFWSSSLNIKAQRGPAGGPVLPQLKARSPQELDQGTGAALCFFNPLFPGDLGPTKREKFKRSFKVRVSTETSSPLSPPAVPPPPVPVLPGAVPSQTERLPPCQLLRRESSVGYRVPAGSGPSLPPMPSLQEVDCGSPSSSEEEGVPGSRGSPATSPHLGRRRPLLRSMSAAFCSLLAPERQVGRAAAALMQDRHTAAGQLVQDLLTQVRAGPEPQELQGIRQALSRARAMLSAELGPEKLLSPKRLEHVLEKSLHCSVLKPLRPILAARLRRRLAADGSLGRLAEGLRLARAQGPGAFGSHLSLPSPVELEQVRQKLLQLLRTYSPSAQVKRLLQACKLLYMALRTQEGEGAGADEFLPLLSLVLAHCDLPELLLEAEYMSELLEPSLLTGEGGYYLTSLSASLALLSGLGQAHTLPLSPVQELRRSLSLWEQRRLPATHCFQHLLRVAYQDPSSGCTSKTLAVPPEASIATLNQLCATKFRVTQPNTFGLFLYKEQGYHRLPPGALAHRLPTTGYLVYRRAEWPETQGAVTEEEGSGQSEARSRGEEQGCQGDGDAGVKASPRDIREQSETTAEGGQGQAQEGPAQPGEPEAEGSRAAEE
Rpn11 block = blocks the human proteasome subunit Rpn11; O00487; human 26S proteasome, Ub4-pepOG fluorescence polarization; 20S core pre-blocked with epoxomicin; calls only at 20 µM; hit rate 0.59% among 360,000;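 active = inhibition at 20 µM, scaled to each plate's controls, above about 33%, limit read from the data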
* = called active by the depositor; i = inactive; / = not tested or not shown; + = active, no number.

SMILES	Scp-1 inhibitor	STEP block	CSN inh	DNMT1 block	LMPTP block	NadD inh	SUMO1 PPI mod	Neddyl block	Rin1 Abl inh	Rpn11 block
C=CCNC(=S)N1CCc2[nH]c3ccccc3c2C1	-9	0	-3	0	-1.7	-6	1	i	4	i
Cc1cc(/C=C(\C#N)C(=O)NCC2CCCO2)c(C)n1-c1ccc(Cl)cc1 (configuration not stated)	-5	1	5	4	2.4	2	-15	i	2	i
COc1cccc(-c2cc3nc4c(c(N5CCC6(CC5)OCCO6)n3n2)CCC4)c1	17	-1	3	-13	2.3	11	3	/	2	i
Cn1c(=O)[nH]c2nnc(-c3ccc(Cl)c(Cl)c3)nc2c1=O	44	3	-7	-10	3.1	-3	-2	i	-2	i
CCN(CC(=O)Nc1ccc(NC(C)=O)cc1)c1ccc(C(F)(F)F)cn1	0	-1	-15	3	-0.3	-8	-1	i	-5	i
O=C(CCC1CCCN(Cc2ccc3c(c2)OCCO3)C1)NCc1ccc(F)c(F)c1 (configuration not stated)	-3	2	4	-3	-0.7	-1	-1	i	-10	i
N#CC1=C(SCC(=O)Nc2ccccc2)NC(=O)CC1c1ccco1 (configuration not stated)	-1	-3	2	-3	-0.9	-2	-1	i	-2	i
Nc1nc2ccccc2n1/N=C/c1ccc2c(c1)OCO2	-11	2	-3	-2	13	-2	-14	i	-2	i
CCOc1ccc(NC(=S)NC(C)C(c2ccccc2)N2CCN(C)CC2)cc1 (configuration not stated)	-5	-4	-7	2	-1.2	-12	1	i	1	i
Cc1ccnc(NS(=O)(=O)c2ccc(NC(=O)c3cc(-c4ccc(Br)cc4)nc4ccccc34)cc2)n1	-7	-3	1	0	1.6	74*	-1	i	-5	+
CN(C)c1ccc(C(CNS(=O)(=O)c2ccc3ccccc3c2)N2CCOCC2)cc1 (configuration not stated)	-6	-2	-5	2	-0.6	-3	-4	i	3	i
Nc1nc(Br)c2c(F)cccc2c1-c1ccc(Cl)cc1	-2	-1	7	6	-0.4	-3	-3	/	0	i
CN(C)CCn1c2c(c(SCC(=O)NCc3ccccc3)nc1=O)CCC2	-9	2	3	2	-0.4	4	4	i	-1	i
CC(C)N1CC2(c3ccccc3)CN(C(C)C)CC(c3ccccc3)(C1)C2=O	4	-3	-6	1	-1.4	-1	-1	i	0	i
CC(C)NCCOc1cccc(Br)c1	-5	0	1	-1	-1.4	-2	-4	i	0	i
Cc1c(NC(=O)/C(C#N)=C/c2ccccc2)c(=O)n(-c2ccccc2)n1C	2	-1	4	-1	-0.9	0	1	i	2	i
CN(C)C/C=C/C(O)(c1ccccc1)c1ccccc1	-3	0	4	2	-1.9	-2	-2	i	0	i
Cc1csc(NC(=O)C(CC(C)C)NS(=O)(=O)c2ccc3c(c2)oc(=O)n3C)n1 (configuration not stated)	-9	6	-5	-2	-0.7	1	3	i	1	i
CCOc1ncccc1C(=O)OCC(=O)NC1CC1	-6	0	2	0	-1.8	-5	0	i	-1	i
CCc1ccc(-c2nc(CN3CCC(C(=O)N4CCN(c5ccccn5)CC4)CC3)c(C)o2)cc1	-11	-1	1	-6	3.7	-4	-5	i	2	i
N/C(=N\OS(=O)(=O)c1ccc2ccccc2c1)c1ccncc1	-5	-3	-2	3	-1.5	1	0	i	2	i
O=C(Nc1ccc2c(c1)C(=O)NC2=O)c1cccc(Cl)c1	54*	22	8	28	3.0	2	3	i	-1	i
O=C1NC(c2ccccc2)(C(F)(F)F)SC2=NCCCN12 (configuration not stated)	-3	-1	4	10	-0.7	1	-4	i	-3	i
O=C(COC(=O)c1ccc(S(=O)(=O)N2CCCCC2)cc1)NCc1ccc(F)cc1	4	-1	-2	10	-0.3	7	12	i	0	i
CC(=O)NC(c1cccc(F)c1)c1nc(-c2cnc3ccccc3c2)cs1 (configuration not stated)	/	0	5	-5	-0.2	-2	-18	i	-2	i
(next part)
SMILES	Scp-1 inhibitor	STEP block	CSN inh	DNMT1 block	LMPTP block	NadD inh	SUMO1 PPI mod	Neddyl block	Rin1 Abl inh	Rpn11 block
CC(=O)Nc1ccc(S(=O)(=O)NC(CC(=O)NCCCN2CCOCC2)C(C)C)cc1 (configuration not stated)	-7	-1	-2	-1	-2.8	-3	4	i	-3	i
CCOC(=O)N1CCC(C(N)=O)CC1	-5	-1	-4	5	-1.5	0	0	i	3	i
Cc1cc2c(cc1S(=O)(=O)Nc1ccc(F)cc1)n(C)c(=O)c(=O)n2C	4	2	0	-4	-0.3	6	1	i	3	i
COCOCCn1cc(CN2CCS(=O)(=O)N(Cc3ccc(-c4cccc(N(C)C)c4)cc3)C(C(C)C)C2=O)nn1 (configuration not stated)	/	2	-2	-10	0.2	-6	1	i	3	i
N#CC(=C=[N-])/C=C(\C(=O)c1ccccc1)[n+]1ccccc1	7	1	2	3	-2.2	-1	-8	i	-4	i
O=C(N/N=C/c1ccc(C(=O)O)cc1)C1=NNC(c2ccccc2)(c2ccccc2)C1	-5	2	-1	-9	0.1	6	-5	i	0	i
O=C(C(=O)N1CCC(c2ccccc2)CC1)c1ccc(F)c(F)c1	/	/	-3	/	0.0	/	3	i	/	/
COc1ccc(N(C(=O)c2ccco2)C(C(=O)NC2CCCC2)c2cccs2)cc1 (configuration not stated)	11	1	-19	1	-1.3	7	0	i	1	i
CC1(C)CC(=O)C2=C(C1)Nc1cc(Cl)ccc1S2	-7	2	-2	0	-0.8	10	-19	i	-2	i
COC(=O)Cc1c[nH]c2cccc(OCC(O)CN(Cc3ccc([N+](=O)[O-])cc3)C(C)(C)C)c12 (configuration not stated)	5	4	1	-12	0.3	7	-19	i	-1	i
COC(=O)[C@@]12C[C@@H](CC(=O)N3CCN(C(=O)C4CC4)CC3)C(=O)N(CCc3ccc(OC)c(OC)c3)C1=CCC(C)(C)C2	/	/	1	/	-0.3	/	4	i	/	/
COc1cc(NC(=O)C(c2ccccc2)c2ccccc2)c(C(=O)O)cc1OC	-10	-2	4	-1	0.1	3	7	i	-2	i
Cc1nn(-c2ccc(Cl)cc2)c(=O)c2ccccc12	-6	-2	-4	0	-0.7	-6	-3	i	-2	i
CCN(CC)CCCN=Cc1c(-c2ccccc2)[nH]n(-c2nc3ccccc3s2)c1=O	1	1	0	2	-8.6	-1	-1	i	-6	i
CCN1C(=O)[C@H]2[C@@H](c3ccc(-c4ccc5c(c4)OCO5)cc3)N[C@@](Cc3ccccc3)(C(=O)OC)[C@H]2C1=O	3	3	3	-3	1.8	16	4	i	3	i
CN1/C(=C\C(=O)CSc2nnc(NCc3ccccc3)s2)C(C)(C)c2ccccc21	2	1	6	-7	2.2	7	-6	i	-1	/
O=C(NC(NC1CCS(=O)(=O)C1)C(Cl)(Cl)Cl)c1cccc(Cl)c1 (configuration not stated)	0	1	4	3	-0.1	-8	-2	i	0	i
Cc1cc(C)c(OCCCCN(C)Cc2ccccc2)c(C)c1	-6	-1	3	3	-0.3	-3	-4	i	-4	i
Cc1sc(NC(=O)CN2CCCC2)nc1-c1ccc2c(c1)CCN2C(=O)c1cccc(F)c1	-1	6	0	-3	6.7	16	25	i	7	i
Cc1cc(C(=O)CN2CCCC2)c(C)n1-c1ccc(Cl)cc1	-5	-1	3	-10	-1.0	-3	2	i	0	i
CCOc1ccc(NS(=O)(=O)c2cc(C(=O)N3CCN(C(C)=O)CC3)ccc2Cl)cc1	-2	-2	0	0	-0.4	-11	4	i	0	i
Cc1ccc(-c2cnc3cc(C)nn3c2)cc1	-4	0	-8	1	-1.7	-7	-21	i	-2	i
COc1cccc(-c2ccc3c(c2)C2CC3CCN2C(C)=O)c1 (configuration not stated)	-4	1	4	3	-1.1	3	3	i	1	i
COc1ccc(-c2cccc([C@H]3[C@@H]4C=CC[C@@H](C)[C@@H]4C(=O)N3Cc3ccccc3)c2)cc1	-7	3	1	1	8.1	-2	4	i	-1	i
COC(=O)c1ccc(COc2ccccc2/C=C(\C#N)C(=O)Nc2ccccc2C)cc1	-7	-1	-8	6	-0.7	-2	1	i	0	i

Entries of single compounds from above.
`COC(=O)c1ccc(COc2ccccc2/C=C(\C#N)C(=O)Nc2ccccc2C)cc1` as listed: Scp-1 inhibitor = -7; STEP block = -1; CSN inh = -8; DNMT1 block = 6; LMPTP block = -0.7; NadD inh = -2; SUMO1 PPI mod = 1; Neddyl block = i; Rin1 Abl inh = 0; Rpn11 block = i
`CN(C)C/C=C/C(O)(c1ccccc1)c1ccccc1` as listed: Scp-1 inhibitor = -3; STEP block = 0; CSN inh = 4; DNMT1 block = 2; LMPTP block = -1.9; NadD inh = -2; SUMO1 PPI mod = -2; Neddyl block = i; Rin1 Abl inh = 0; Rpn11 block = i

More structures:
SMILES	Scp-1 inhibitor	STEP block	CSN inh	DNMT1 block	LMPTP block	NadD inh	SUMO1 PPI mod	Neddyl block	Rin1 Abl inh	Rpn11 block
C/C(N)=C(/C#N)C(=O)COC(=O)COc1ccc(Cl)cc1C	-4	-1	8	0	-0.4	-6	-2	i	0	i
Oc1c(C(c2ccccn2)N2CCCCC2)cc(Cl)c2cccnc12 (configuration not stated)	-17	4	-3	-7	0.9	7	-9	i	22*	i
CC(C)C(C)(C#N)NC(=O)CN1C(=O)NC2(CCCc3ccccc32)C1=O (configuration not stated)	-7	1	0	3	-0.4	2	0	i	1	i
COc1cc(C(=O)NNc2nc3cc4c(cc3s2)OCO4)cc(OC)c1OC	-8	2	-4	-2	0.0	8	4	i	-1	i
COC(=O)CC1=C(c2ccc([N+](=O)[O-])cc2)CCC1=O	-13	2	0	-3	1.7	-2	-33	i	-1	i
COc1ccc(CC2(CO)CCN(S(=O)(=O)c3cccc4cccnc34)CC2)cc1	-7	0	-1	5	0.1	0	7	i	1	i
CC[C@]12c3[nH]c4ccc(Cl)cc4c3CCN1C(=O)[C@@H](CC(=O)NCCCn1ccnc1)C[C@@H]2C(=O)N1CCN(C(=O)C2CC2)CC1	4	-4	3	2	-9.5	12	-6	i	1	i
COc1ccc(Nc2ccc(S(=O)(=O)N3CCCCCC3)cc2[N+](=O)[O-])cc1	-14	1	-3	0	3.1	-4	-27	i	-4	i
CCOC(=O)c1c(C)[nH]c(C(=O)CSc2nc(C)cc(C)n2)c1C	-4	-1	0	-11	-3.1	4	1	i	0	i
CCOC(=O)N1CCN(S(=O)(=O)N2CCCC(C(=O)NCCCN3CC(C)CC(C)C3)C2)CC1 (configuration not stated)	-6	-1	-5	3	-3.3	0	-1	i	7	i
COc1ccc(OC)c(Nc2c3ccccc3nc3ccccc23)c1	4	1	-2	2	23	-3	-24	i	-10	i

Retrieved by compound from the entries so far, 2 records:
SMILES	Scp-1 inhibitor	STEP block	CSN inh	DNMT1 block	LMPTP block	NadD inh	SUMO1 PPI mod	Neddyl block	Rin1 Abl inh	Rpn11 block
COc1ccc(N(C(=O)c2ccco2)C(C(=O)NC2CCCC2)c2cccs2)cc1 (configuration not stated)	11	1	-19	1	-1.3	7	0	i	1	i
CCN(CC)CCCN=Cc1c(-c2ccccc2)[nH]n(-c2nc3ccccc3s2)c1=O	1	1	0	2	-8.6	-1	-1	i	-6	i

Bioassay records: PubChem BioAssay, several laboratories
